High-throughput results: PubChem BioAssay, The Scripps Research Institute Molecular Screening Center
V1R ag counter = V1a receptor agonism, counter-screen for OXTR agonists | CHO-V1R cells, Fluo-8 calcium fluorescence, agonist mode; 0% DMSO, 100% 3 nM vasopressin | 320,000 tested, 0.25% active | activation, % at 3 µM;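 active = activation above the mean activation of all tested compounds plus 3 SD, per screening run, cut at about 20% in these data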;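 note: signal is peak over basal fluorescence ratio across a 100 second FLIPR read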
CHRM1 agonist = human M1 muscarinic receptor agonism; CHO-K1 hM1, Fluo-8 calcium fluorescence, agonist mode; 0% DMSO, 100% acetylcholine EC100; activation, % at 3 µM; 360,000 tested, 0.33% active; AID 588814;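 active = activation above the run's mean compound activation plus 3 SD, cut at about 16% in these data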;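 note: peak over basal fluorescence ratio within a 140 s kinetic read after compound addition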
Target sequence (P11229 whole entry, looked up): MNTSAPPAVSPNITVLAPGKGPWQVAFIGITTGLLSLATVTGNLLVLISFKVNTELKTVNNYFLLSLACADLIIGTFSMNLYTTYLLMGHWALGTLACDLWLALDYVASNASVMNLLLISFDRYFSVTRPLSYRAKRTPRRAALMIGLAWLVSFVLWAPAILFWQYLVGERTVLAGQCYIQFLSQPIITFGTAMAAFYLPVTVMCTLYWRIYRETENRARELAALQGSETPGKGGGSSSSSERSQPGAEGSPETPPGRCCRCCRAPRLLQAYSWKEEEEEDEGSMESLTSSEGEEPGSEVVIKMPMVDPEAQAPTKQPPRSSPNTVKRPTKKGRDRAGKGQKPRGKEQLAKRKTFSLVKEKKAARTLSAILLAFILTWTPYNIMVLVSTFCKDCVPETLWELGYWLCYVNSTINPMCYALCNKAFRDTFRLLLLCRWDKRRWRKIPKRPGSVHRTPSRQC
CHO parental Ca = signal in parental CHO cells, OX1R antagonist counter-screen; 330,000 tested, 0.63% active; parental CHO-K1, ATP-induced calcium, Fluo-8 fluorescence; inhibition, % at 5.6 µM; AID 463079;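 active = inhibition above that plate's mean sample inhibition plus 3 SD, cut at about 26% in these data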;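 note: 0% = ATP-challenged DMSO wells and 100% = DMSO wells without ATP; some compounds past the cut are filed as inactive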
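Test system: parental CHO cells; detection: calcium-sensitive Fluo-8 fluorescence; evaluation: percent inhibition of calcium signal; also added: ATP as calcium-mobilizing challenge; repeats: one well per compound; control set: ATP-challenged DMSO wells low, unchallenged DMSO wells high; compound: single nominal dose of 5.6 µM per compound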
CHO-K1 Ca ag = counter-screen for M1 agonists: effect in parental CHO-K1 cells; AID 602248; 360,000 tested, 0.48% active; Fluo-8 calcium fluorescence; scaled to maximal ATP response, vehicle zero; activation, % at 3 µM; in the data active = activation above about 15%;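 note: untransfected CHO-K1 host cells lacking M1 receptor as counterscreen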
TAAR1 antagonist = antagonists of human TAAR1. AID 624466. inhibition, % at 3 µM. 360,000 tested, 1.5% active. Q96RJ0. CHO RD-HGA16 TAAR1, Fluo-8 calcium fluorescence, antagonist;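 active = inhibition above a per-plate cutoff, the mean inhibition of test compounds on that plate plus 3 SD, cut at about 49% in these data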;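 note: 0% = DMSO plus EC80 beta-PEA response and 100% = DMSO alone without agonist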
Target sequence (Q96RJ0 whole entry, looked up): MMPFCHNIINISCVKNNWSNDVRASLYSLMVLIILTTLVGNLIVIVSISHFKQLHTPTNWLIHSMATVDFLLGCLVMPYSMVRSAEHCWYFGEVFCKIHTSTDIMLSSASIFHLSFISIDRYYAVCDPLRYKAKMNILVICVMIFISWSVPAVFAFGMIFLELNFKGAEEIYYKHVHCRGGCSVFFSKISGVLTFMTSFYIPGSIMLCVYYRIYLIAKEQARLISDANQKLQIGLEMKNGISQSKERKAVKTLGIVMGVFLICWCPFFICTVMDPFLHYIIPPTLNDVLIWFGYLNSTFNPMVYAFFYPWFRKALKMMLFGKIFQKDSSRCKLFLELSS
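System: CHO RD-HGA16 cells bearing hTAAR1. Reagent: EC80 β-phenethylamine stimulus. Schedule: seeding 17-24 h prior, 75-min 37 °C, 30-min RT dye loading. Signal: Fluo-8 intracellular calcium dye fluorescence, real-time kinetic reads. Read-out: % inhibition from peak post-agonist over basal fluorescence ratio. Benchmarks: vehicle wells and EC80 agonist wells. Replicates: n of 1.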
CHO-K1 Ca antag = M1 antagonist counterscreen hit in parental CHO-K1 cells | ATP-induced calcium, Fluo-8 fluorescence | AID 602250 | 360,000 tested, 0.6% active | inhibition, % at 3 µM;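 active = inhibition above a per-plate cutoff, the plate's mean sample inhibition plus 3 SD, cut at about 24% in these data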;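 note: 0% = DMSO plus EC80 ATP and 100% = DMSO alone without ATP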
CHO-K1 Ca PAM = nonselective activator or artifact in parental CHO-K1 calcium assay. ATP EC20, Fluo-8 calcium fluorescence; 0% at ATP EC20, 100% at ATP max. activation, % at 3 µM. 360,000 tested, 0.02% active. AID 602247;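 active = activation above the run cutoff, the mean activation of all test compounds plus 3 SD, cut at about 40% in these data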;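 note: peak over basal fluorescence ratio in a 140 s read after ATP addition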
TAAR1 agonist = human TAAR1 agonism; AID 624467; activation, % at 3 µM; 360,000 tested, 0.99% active; Q96RJ0; CHO RD-HGA16 TAAR1, Fluo-8 calcium fluorescence; vehicle wells 0%, saturating PEA agonist 100%;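 active = activation above the mean activation of all test compounds in the run plus 3 SD, cut at about 38% in these data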
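Test system: RD-HGA16 (CHO) cells co-expressing Gα16 and hTAAR1 | Doses: Single dose, 3 µM | Schedule: 17-24 h seeding, 75 min 37 °C dye, 30 min RT | Evaluation: % activation from peak over basal fluorescence ratio, DMSO-to-PEA scaled | Technique: Kinetic Fluo-8 calcium fluorescence | Benchmarks: Low control DMSO, high control PEA (EC100)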
OXTR potentiator = potentiates the human oxytocin receptor response | CHO-OTR cells, Fluo-8 calcium fluorescence, potentiator mode; 0% = oxytocin EC15, 100% = EC100 | activation, % at 3 µM | 320,000 tested, 0.061% active | AID 2445;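 active = activation above that plate's cutoff, the mean activation of tested compounds plus 3 SD, cut at about 6.6% in these data, passing the limit was not always enough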;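 note: 100% uses oxytocin at 75 nM as the full agonist control; some results filed as inactive read as strong as hits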
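Dosing: Single dose, 3.0 µM nominal final compound concentration | Material: Human OTR in CHO cells | Technique: Kinetic Fluo-8 calcium fluorescence | Benchmarks: EC15 oxytocin alone as 0%, 75 nM oxytocin as 100% | Probe or stimulus: Oxytocin at about EC15, sub-maximal agonist stimulus | Incubation: Compound 6 min at room temperature before oxytocin, 100 s read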
The depositor's hits bear a star; . = not tested or not shown.

SMILES | V1R ag counter | CHRM1 agonist | CHO parental Ca | CHO-K1 Ca ag | TAAR1 antagonist | CHO-K1 Ca antag | CHO-K1 Ca PAM | TAAR1 agonist | OXTR potentiator
CCCN1CCN(C(=S)Nc2ccc3nc(N4CCN(CC)CC4)cc(C)c3c2)CC1 | 1.1 | -7 | 4 | 1.1 | -13 | -26 | 19 | -1 | -4
CCCC(=O)N(c1ccc(OCC)cc1)S(=O)(=O)c1ccc2c3c(cccc13)C(=O)N2C | -0.2 | -2 | -21 | 0.2 | -5 | 5 | -7 | 1 | -6
Cc1nn(Cc2ccccc2Cl)c2sc(C(=O)OC3CCCC3=O)cc12 (configuration not stated) | -0.3 | -5 | -24 | 0.6 | 0 | 4 | 0 | 4 | -2
C#CCNC(=O)C1=C[C@@H](c2ccccc2)C[C@@H](OCc2ccc(CO)cc2)O1 | 0.1 | -3 | -9 | -0.1 | -4 | -11 | 4 | 0 | -17
COc1ccc(-c2c(C#Cc3ccsc3)c3cc(-c4ccc(CN5CCOCC5)cc4)ccc3n2C)cc1 | -0.1 | -8 | -15 | 0.3 | 22 | -19 | 16 | 4 | 1
COc1ccc(C(=O)NC2CC(C)(C)Cc3occc32)cc1 (configuration not stated) | 1.0 | -8 | -10 | 0.2 | -4 | -3 | -5 | -4 | 8
CN(CCO)c1ccc(C=NNc2ccc([N+](=O)[O-])cc2S(=O)(=O)Nc2ccccc2C(=O)O)cc1 | 5.2 | 1 | -18 | 0.8 | -31 | -1 | -8 | 2 | -6
COc1ccc(-c2cc3nc(C)c(CCC(=O)NCc4ccc(F)cc4)c(C)n3n2)c(OC)c1 | -1.5 | -10 | -26 | 2.1 | 6 | 12 | -7 | -3 | 0
Cc1nc2c3cnn(-c4ccccc4)c3ncn2n1 | 0.8 | -3 | -26 | -0.1 | 6 | 14 | -1 | 3 | -8
Cc1cc(C)n(C(=O)CNC(=O)c2cccc(Cl)c2)n1 | . | -6 | . | 0.7 | -15 | -9 | 16 | 0 | .
CCN(CC)C(=O)CC(c1ccc2c(c1)OCO2)c1c(OC)cc(OC)c2ccc(=O)oc12 (configuration not stated) | -0.3 | -1 | -20 | 0.6 | 22 | -1 | -13 | 12 | -6
CCCCn1nnnc1C1(C)CCC(=O)N1CCCN1CCOCC1 (configuration not stated) | . | . | . | 2.3 | -4 | 0 | 3 | 1 | .
CCOC(=O)c1[nH]c(C)c(/C(O)=C2\C(=O)C(=O)N(CCN(C)C)C2c2ccncc2)c1C (configuration not stated) | 0.0 | 3 | 1 | 0.4 | 9 | 16 | -3 | 5 | -13
CCOC(=O)Cn1c(=O)oc2cc(S(=O)(=O)Nc3ccc(N(CC)CC)cc3C)ccc21 | 6.0 | 2 | 1 | 4.9 | 18 | -3 | 2 | 1 | -8
CCCC(=O)OC1CC(C)N(C(=O)c2ccccc2)c2ccc(C)cc21 (configuration not stated) | 1.2 | -5 | -29 | 0.5 | -24 | -5 | 12 | 17 | -2
CCN(CC(=O)Nc1ccc(NC(C)=O)cc1)C(=O)CN1C(=O)NC2(CCCC2)C1=O | 1.1 | -2 | 5 | 5.1 | -6 | -1 | 2 | 2 | 1
CCC1Sc2ccccc2N(CC(=O)NC2CCCC2)C1=O (configuration not stated) | -0.5 | -9 | -17 | 0.4 | 2 | 0 | 11 | 5 | 5
CC(C)OC(=O)c1ccc(N2C(=O)C3CC=CCC3C2=O)cc1 (configuration not stated) | 0.3 | 4 | -14 | 0.8 | 4 | -5 | 17 | 2 | -15
CCNc1nc(Oc2ccc(C(=O)OC)cc2)nc(N2CCOCC2)n1 | 0.4 | -2 | 2 | 0.1 | -15 | -14 | -8 | 5 | 4
Cc1cc(C)nc(NS(=O)(=O)c2ccc(NC(=O)c3ccc4c(c3)OCO4)cc2)n1 | 1.0 | -3 | -6 | 0.1 | -2 | 11 | -1 | 2 | -3
CCCN(CCC)C(=O)C1CC(=O)OC12CCCCC2 (configuration not stated) | -0.2 | -6 | -1 | 0.2 | 6 | -6 | 14 | 1 | 6
Cc1cc(C)cc(C(=O)NCCC(=O)NCc2cc(=O)n(C)c(=O)n2C)c1 | -0.7 | -2 | 7 | 1.1 | -15 | -7 | 0 | 0 | 2
CCO[C@H]1OC(C(=O)NCc2ccccc2)=C[C@@H](c2coc3ccccc3c2=O)[C@@H]1CCCO | -0.5 | -3 | -14 | 0.6 | 2 | -5 | -5 | 13 | -20
COc1ccc(-c2cc(-c3ccc(OC)cc3)nc(-c3ccc4c(c3)NC(=O)CO4)c2)cc1 | 0.1 | -3 | -14 | 0.2 | -1 | -11 | 38 | 3 | -10
COc1ccc(OC)c2[nH]c(C(=O)N/N=C/c3ccccc3O)cc12 | 6.7 | -1 | -5 | 0.8 | 0 | 10 | -5 | 8 | -2
O=C1c2ccc([N+](=O)[O-])cc2C(=O)N1CNc1ccccn1 | 0.6 | -6 | 13 | 0.1 | -13 | 10 | -1 | 2 | -27
CCCNC(=O)c1ccc(N2CCC3(CC2)CC(c2ccccc2)=NO3)c(NC(=O)c2ccc(Br)cc2)c1 | 0.3 | -7 | -23 | 0.2 | -6 | -18 | 12 | 8 | -7
N#Cc1cc(-c2ccccc2)c[nH]c1=O | 0.5 | -2 | -4 | 0.3 | 11 | -14 | 18 | 0 | -11
CC(C)c1ccc(C(=O)Nc2ccc(N3CCOCC3)cc2)cc1 | 1.2 | -5 | -12 | 4.3 | -8 | -3 | 25 | 3 | 4
CN1CCCC1(C)C(=O)Nc1ccc(-n2cccc2)cc1 (configuration not stated) | . | -7 | . | 0.1 | -10 | -8 | -4 | 2 | .

The closing three records of the part above are carried over, then new ones follow.
SMILES | V1R ag counter | CHRM1 agonist | CHO parental Ca | CHO-K1 Ca ag | TAAR1 antagonist | CHO-K1 Ca antag | CHO-K1 Ca PAM | TAAR1 agonist | OXTR potentiator
N#Cc1cc(-c2ccccc2)c[nH]c1=O | 0.5 | -2 | -4 | 0.3 | 11 | -14 | 18 | 0 | -11
CC(C)c1ccc(C(=O)Nc2ccc(N3CCOCC3)cc2)cc1 | 1.2 | -5 | -12 | 4.3 | -8 | -3 | 25 | 3 | 4
CN1CCCC1(C)C(=O)Nc1ccc(-n2cccc2)cc1 (configuration not stated) | . | -7 | . | 0.1 | -10 | -8 | -4 | 2 | .
Cc1ccc(-n2c(C)cc(C)c(C#N)c2=O)cc1 | 0.5 | -5 | -3 | 0.5 | 1 | -12 | 19 | -1 | -5
O=C(CCc1nc2ccccc2c(=O)[nH]1)Nc1ccc(F)c([N+](=O)[O-])c1 | 1.4 | -4 | 1 | 0.8 | -13 | -7 | -4 | 0 | -14
CCOC(=O)c1cc(C(C)(C)C)nc(SC)c1C#N | -0.7 | -6 | -19 | 1.1 | -6 | -12 | 30 | 5 | -3
CCOC(=O)CSc1nc(N)c(C#N)c(CC(C)C)c1C#N | 2.1 | -3 | -15 | 2.0 | 3 | 6 | 1 | 12 | -7
Cc1ccc(C(=O)N/N=C\c2ccc(OC(=O)c3cccs3)cc2)cn1 | 0.7 | -3 | -19 | 0.6 | 2 | 3 | 18 | 6 | -9
CCCN(Cc1ccccc1)C(=S)Nc1ccc(F)cc1 | -1.5 | -6 | -7 | 2.9 | -20 | -8 | -2 | 4 | -10
O=c1[nH]c2cc(Cl)cc(Cl)c2[nH]c1=O | 0.5 | 2 | -2 | 0.6 | 9 | -10 | 30 | 8 | 1
CCOC(=O)c1c(NC(=O)CN2CCN(C(=O)c3ccco3)CC2)sc(C(N)=O)c1C | -0.5 | -5 | -11 | 0.5 | 18 | -12 | 20 | 2 | -5
CC(C)COc1nc2c(c(=O)n(C)c(=O)n2C)n1C | 0.1 | -4 | -5 | 0.9 | -6 | -8 | 10 | 5 | -9
O=C(O)c1ccc(/C=N/N2CCN(c3ccccc3)CC2)cc1 | . | 0 | . | -0.3 | 9 | 9 | -7 | 0 | .
O=C(Cn1c(O)c(/C=C2\C=Nc3ccc(Br)cc32)sc1=O)N1CCCC1 | 4.7 | -1 | -3 | 0.4 | 11 | -3 | 14 | 5 | -5
O=C(c1cnc2ccc3ccccc3c2c1)c1cc(F)ccc1O | 8.1 | 6 | -9 | 3.5 | 37 | -21 | 40* | 33 | -6
Cc1c(NC(=O)Cn2nc(C(=O)O)c3ccccc3c2=O)c(=O)n(-c2ccccc2)n1C | -0.2 | -2 | -5 | 0.5 | -4 | -16 | 9 | 0 | -10
CC(C)Cc1nnc(NS(=O)(=O)c2ccc(Cl)cc2)s1 | 0.3 | -2 | -6 | -0.1 | -9 | -3 | 2 | -1 | -5
CCc1n(CC(O)COCC2CC=CCC2)c2ccccc2[n+]1C (configuration not stated) | 0.4 | -6 | -5 | 0.4 | 4 | -12 | 9 | 2 | 2
CC(C)c1ccccc1NC(=O)C1CC(=O)N(C2CCCC2)C1 (configuration not stated) | 0.1 | -3 | -11 | 0.0 | -16 | -2 | -6 | 1 | -5
Cc1c(Cl)c([N+](=O)[O-])nn1CC(=O)NCc1cccnc1 | 0.4 | -14 | 3 | 0.0 | 2 | -3 | 0 | 5 | -5
COc1ccc(-c2nc(CSCC(=O)N3CCC(C(N)=O)CC3)c(C)o2)cc1OC | -0.5 | 0 | -11 | -0.2 | 9 | 10 | -6 | 0 | -5
CCOc1ccc(C(C)=O)cc1CSc1nnc(-c2ccncc2)n1CCOC | 0.2 | -6 | -27 | 2.9 | -18 | -10 | 8 | -1 | 3
Cc1ccc(C(C)C)c(OCC(=O)NNC(=O)Cn2[nH]c(=O)c3ccccc3c2=O)c1 | 2.6 | -5 | -8 | 1.0 | 19 | 6 | 0 | 4 | -8
CCCCNC(=O)Cn1c(=O)oc2cc(S(=O)(=O)N3CC(C)CC(C)C3)ccc21 (configuration not stated) | 1.3 | -5 | -15 | 0.7 | 2 | 5 | -4 | 6 | 0
CC(C)S(=O)(=O)c1cnc(-c2cccnc2)nc1N | 0.3 | -3 | 1 | 1.1 | -3 | -4 | 14 | 11 | -9
CC(C)c1ccc(CC(=O)N2CCC2(C)C(=O)NS(=O)(=O)c2ccc(C(C)(C)C)cc2)cc1 (configuration not stated) | . | -1 | . | -0.2 | -24 | 20 | -1 | 5 | .
c1ccc2c(c1)OC(CCCN1CCCCC1)c1ccccc1S2 (configuration not stated) | 12 | -5 | -6 | 1.7 | -14 | 12 | 9 | 35 | -9
